# From PubChem
# HTR1A agonist: human 5-HT1a receptor agonists, primary screen, cell-based, CHO, Ga15 NFAT-bla reporter. activation, % at 10 µM. CHO 5-HT1a Ga15 NFAT-bla reporter, FRET ratio; 0% basal, 100% maximal reference agonist. hit rate 0.56% among 65,000. AID 567, 2006;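 active = activation above the screen-wide mean activation plus 3 SD, cut at about 19% in these data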;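 note: 0% = DMSO wells and 100% = 5-CT at EC100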
# RORa activator: activators of orphan receptor RORA, primary screen, cell-based, luminescence; Nuclear receptor ROR-alpha (Homo sapiens), P35398; CHO-K1 Gal4-RORA LBD luciferase reporter; percent increase over mock-subtracted basal signal; activation, % at 10 µM; hit rate 1.5% among 65,000; AID 560, 2006;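 active = activation above the mean of all tested compounds plus 3 SD, cut at about 49% in these data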;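 note: 0% = DMSO-treated RORA cells and 100% = added signal equal to DMSO minus mock-transfected cells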
# NADH coupling: inhibitors of PK/LDH coupling enzymes, profiling panel, artefact control, biochemical, MLSMR library | hit rate 0.02% among 65,000 | coupled PK/LDH NADH assays, four targets | IC50, µM (highest dose often 10 µM), without a hit: at the top dose inhibition;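 active = single-dose screening hits from any of four coupled enzyme assays that gave an IC50 when retested across doses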;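 note: the DPM-DC format reads NADH fluorescence rather than 340 nm absorbance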
# SF-1 act: activators of human SF-1, primary screen, cell-based, CHO-K1, Gal4-SF-1 LBD, luciferase luminescence. Steroidogenic factor 1 (Homo sapiens), Q13285. activation, % at 10 µM. hit rate 1.9% among 65,000. CHO-K1 Gal4-SF-1 LBD luciferase reporter; % increase over DMSO SF-1-specific signal;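 active = activation above the mean activation of all tested compounds plus 3 SD, cut at about 50% in these data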
# Target sequence (Q13285 whole entry, looked up, the tested form may be a part): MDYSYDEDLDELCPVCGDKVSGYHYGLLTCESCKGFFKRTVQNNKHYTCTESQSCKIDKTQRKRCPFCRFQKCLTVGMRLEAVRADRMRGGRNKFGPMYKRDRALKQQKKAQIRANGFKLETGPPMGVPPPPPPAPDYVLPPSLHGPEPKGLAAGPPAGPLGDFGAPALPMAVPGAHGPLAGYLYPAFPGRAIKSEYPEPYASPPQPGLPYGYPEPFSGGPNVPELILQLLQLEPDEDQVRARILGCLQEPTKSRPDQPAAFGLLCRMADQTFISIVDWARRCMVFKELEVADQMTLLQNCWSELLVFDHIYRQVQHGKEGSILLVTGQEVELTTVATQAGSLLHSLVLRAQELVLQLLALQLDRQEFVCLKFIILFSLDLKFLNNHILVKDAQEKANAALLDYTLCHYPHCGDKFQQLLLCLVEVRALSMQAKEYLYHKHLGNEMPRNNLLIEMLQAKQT
#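 System: CHO-K1 cells with Gal4–hSF-1 LBD chimera plus Gal4-driven luciferase; quantity: 4,000 CHO-K1 cells per well; compound: one dose, 10 µM compound, 1% DMSO; times: 20 h compound treatment, 37 °C; measured by: SteadyLite luciferase luminescence; read-out: percent activation versus DMSO; benchmarks: DMSO and mock-transfected background; replicates: one test per compound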
# 5HT1E ag: 5-HT1E receptor agonists, primary screen, cell-based, HTS; 5-hydroxytryptamine receptor 1E (Homo sapiens), P28566; CHO 5-HT1E Ga15 NFAT-bla reporter, FRET; 0% DMSO wells, 100% control agonist wells; activation, % at 6 µM; hit rate 0.69% among 65,000; AID 574, 2007;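 active = activation above a set limit, the screen-wide mean activation plus 3 SD, cut at about 8.5% in these data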;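 note: 100% = positive control agonist at 1 µM giving full maximal response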
# Target sequence (P28566 whole entry, looked up): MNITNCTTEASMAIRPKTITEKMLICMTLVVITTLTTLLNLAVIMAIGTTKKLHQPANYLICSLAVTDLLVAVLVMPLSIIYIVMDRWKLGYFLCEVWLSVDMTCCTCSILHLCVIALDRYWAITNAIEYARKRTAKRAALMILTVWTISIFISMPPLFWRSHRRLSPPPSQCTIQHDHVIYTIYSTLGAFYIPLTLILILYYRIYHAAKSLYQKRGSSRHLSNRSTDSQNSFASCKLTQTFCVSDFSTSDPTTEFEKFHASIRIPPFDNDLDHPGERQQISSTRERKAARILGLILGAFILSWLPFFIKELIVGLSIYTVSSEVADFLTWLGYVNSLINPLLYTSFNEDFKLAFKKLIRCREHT
# 5HT1a antag: human 5-HT1a receptor antagonists, primary screen, cell-based, CHO, Ga15 NFAT-bla reporter; hit rate 0.68% among 62,000; AID 612, 2007; inhibition, % at 10 µM; CHO 5-HT1a Ga15 NFAT-bla reporter, antagonist mode;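 active = inhibition above the mean of all tested compounds plus 3 SD, cut at about 43% in these data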;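 note: receptor stimulated by 5-CT agonist at 100 nM near EC80; beta-lactamase reporter measured by ratiometric fluorescence of a cleavable substrate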
# MMP13 inh: human MMP13 inhibitors, primary screen, biochemical, FRET peptide cleavage. MMP-13 fTHP FRET cleavage, Mca fluorescence. AID 570, 2006. inhibition, % at 4 µM. hit rate 0.07% among 65,000. Collagenase 3 (Homo sapiens), P45452;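 active = inhibition above the mean of compound-free control plate wells plus 3 SD, cut at about 14% in these data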;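 note: 0% = DMSO wells and 100% = wells with reference MMP-13 inhibitor after basal subtraction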
# Ecoli tolC: growth inhibitors of E. coli tolC mutant, primary screen, strain BW25113 ΔtolC::kan, 384-well | AID 573, 2007 | growth inhibition, % at 10 µM (by protocol) | OD615 | hit rate 2.2% among 65,000;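 active = growth inhibition at or above a cutoff equal to the mean over every tested compound plus 3 SD, cut at about 60% in these data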;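 note: growth measured after 20 h incubation at 37 °C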
#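 Material: E. coli BW25113 ΔtolC::kan, tolC deletion mutant strain. Measure: percent growth inhibition. Schedule: 37 °C, 20 h exposure. Doses: single-point testing at 10 µM. Signal: A615 absorbance measurement. Buffer or medium: kanamycin-containing LB broth (50 µg/mL).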
# 5HT1E antag: 5-HT1E receptor antagonists, primary screen, cell-based, HTS; 5-hydroxytryptamine receptor 1E (Homo sapiens), P28566; CHO 5-HT1E Ga15 NFAT-bla reporter, FRET, antagonist; inhibition, % at 6 µM; hit rate 0.99% among 65,000;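 active = inhibition above a set limit, the mean inhibition across every tested compound plus 3 SD, cut at about 29% in these data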;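 note: signal is the 460 over 535 nm emission ratio of beta-lactamase substrate; 0% = agonist plus DMSO wells and 100% = wells without agonist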
# An asterisk follows results filed as active; / = no result given; [ ] = another dose, or the depositor's remark.
# Each structure is followed by: RORa activator	NADH coupling	Ecoli tolC	MMP13 inh	5HT1E antag	5HT1E ag	SF-1 act	HTR1A agonist	5HT1a antag
CC1CCN(c2nc(-c3ccccc3)cc(C(F)(F)F)n2)CC1
    -8	2%	-14	-2	-5	0.1	-10	0.2	-8
COc1ccc(NC(=O)CC2CCCCC2)cc1OC
    21	2%	-10	0	-5	-0.1	14	0.7	-2
COc1cccc(C2=CC(c3ccc(C)cc3)n3ncnc3N2)c1 (centres undefined)
    7	4%	20	-12	29*	-0.4	-7	-0.1	29
Cn1cc(C(=O)c2ccc(F)cc2)cc1-c1nc2ccccc2n1C
    -10	3%	19	1	4	-0.4	-11	-2.0	3
O=C(Nc1nccs1)NC(C(F)(F)F)C(F)(F)F
    -16	3%	11	2	-1	-0.3	1	0.4	/
O=C(Cc1c(O)c2ccccc2[nH]c1=O)OC1CCCCC1
    -27	1%	-2	-13	-7	1.1	-4	-0.1	0
CCOC(=O)c1c(NC(=O)c2cccs2)sc2c1CC(C)(C)OC2
    -2	6%	46	-1	-8	0.9	-8	1.2	-14
COc1ccc(S(=O)(=O)Nc2ccc3c(c2)OCO3)cc1Cl
    -11	3%	30	-5	10	-1.3	-6	-3.0	20
CCn1c(-c2ccccc2O)n[nH]c1=S
    -12	15%	-18	8	-3	-0.7	-14	0.1	-1
O=C(CSc1nnc(-c2ccccc2)n1Cc1ccco1)Nc1ccc2c(c1)OCCO2
    6	8%	17	4	19	-0.7	18	0.0	8
COc1ccc(CNC(=O)C2CCN(S(=O)(=O)c3c(C)n[nH]c3C)CC2)cc1
    -9	3%	-24	-2	-14	-1.2	9	-1.1	-11
COc1ccc(-n2nc(C(=O)O)c3ccccc3c2=O)c(OC)c1
    -20	6%	-16	4	2	0.0	-2	1.1	1
CCN(CCCc1ccccc1)CCCc1ccccc1
    2	1%	5	-1	5	31*	18	0.4	/
O=S(=O)(Nc1cccc2ncccc12)c1cccs1
    -50	6%	99*	-2	79*	0.7	-96	-7.1	84*
N#Cc1ccc(CSc2nnc(-c3cnccn3)o2)cc1
    4	2%	1	2	-13	-2.2	-14	-3.3	3
COC(=O)C1CCN(C(=O)c2sc3nc(-c4ccccc4)cn3c2C)CC1
    -15	3%	8	3	6	-0.4	24	0.2	10
COc1ccc(-c2c3c([nH]c(=S)c2C#N)CCC3)cc1
    -8	13%	19	-7	-6	0.1	-8	0.8	/
CC1CN(C(=O)CN2C(=O)c3ccccc3S2(=O)=O)CC(C)O1 (centres undefined)
    -13	3%	-7	-2	-2	-1.4	0	-0.9	1
COc1ccc(N(CC(=O)Nc2ccc3c(c2)OCCO3)S(=O)(=O)c2cccnc2)cc1
    -6	3%	0	2	11	-0.3	4	-0.1	2
COC(=O)C1=C(C)Nc2ncnn2C1c1ccc(C)o1 (centres undefined)
    -4	1%	-10	-1	-9	0.4	13	-0.1	-11
CCOc1ccc(C(=O)Nc2ccc(Cl)cn2)cc1Cl
    86*	3%	1	4	-1	1.0	49	0.0	10
Cc1onc(-c2c(F)cccc2Cl)c1C(=O)NCc1ccccn1
    -13	0%	3	1	5	1.0	1	-1.8	1
CCn1c(SCC(=O)NCc2ccco2)nnc1C(C)C
    -12	8%	-24	3	-2	-0.1	-4	0.1	2
O=C(O)CSC12CC3CC(C1)CC(C(=O)O)(C3)C2
    13	0%	4	3	12	0.1	-6	-2.4	-14
CCCCNC(=O)CCCn1c(=O)c2ccccc2n(CC(=O)NCCC2=CCCCC2)c1=O
    -11	7%	16	5	-8	1.4	7	0.1	9
Cn1cnnc1SCC(=O)Nc1ccc2nc(SCc3ccccc3)sc2c1
    29	13%	40	6	-8	0.4	48	0.6	-10
Cc1nc(=O)c(-c2ccccc2)c(C)n1-c1ccc(S(N)(=O)=O)cc1
    -3	3%	0	2	-11	-0.3	7	0.0	/
COc1ccc(-c2nnc(SCC(=O)Nc3cc(C)on3)n2C)cc1OC
    4	3%	12	5	2	2.5	8	-1.2	-6
CC(C)c1nc(NCC2CCCO2)c(C#N)c2c1COC(C)(C)C2 (centres undefined)
    -27	3%[fluoresces]	4	-99[fluorescence artefact?]	15	0.3	-1	1.2	/
Cc1cc(C(=O)OCCO)c(C#N)c(N)n1
    -3	2%[fluoresces]	-12	-139[fluorescence artefact?]	1	0.2	-8	0.6	5
COCCNC(=O)CN1C(=O)CC(C)(C)S(=O)(=O)c2ccccc21
    -8	6%	-21	1	-10	1.8	-10	-2.5	-3
Cn1c(=O)oc2cc(S(=O)(=O)N3CCN(c4cccc(Cl)c4)CC3)ccc21
    36	4%	-20	-4	4	-0.2	-16	-1.5	0
O=C(CCOc1ccccc1)Nc1ccc(S(=O)(=O)N2CCCC2)cc1
    -6	4%	39	0	-6	-0.2	2	-0.6	-17
O=C(NCCSc1ccccc1)c1ccccc1
    31	5%	9	5	2	-0.5	40	-0.5	2
COc1ccc(CN2CCNC(=O)C2CC(=O)O)c(OC)c1 (centres undefined)
    -3	1%	-8	2	-1	0.7	-12	0.6	3
CCn1c(SCc2nc3ccccc3[nH]2)nnc1-c1ccccc1OC
    -16	1%	3	1	4	0.3	0	-5.0	7
CCOc1ccc(S(=O)(=O)NCCC(=O)NC2=NCCS2)cc1
    20	4%	-4	4	2	0.1	-7	-1.4	7
O=C(Nc1c(C(=O)N2CCCC2)cnn1-c1ccccc1)c1cccc(F)c1
    6	8%	-7	-6	-4	0.0	-2	6.3	-8
O=S1(=O)N=C(N2CCc3ccccc3C2)c2ccccc21
    -35	2%	-11	-3	4	-0.1	16	-1.7	4
Cc1cc(C)n(-c2nc3ccccc3nc2N2CCN(C(=O)c3ccc(F)cc3)CC2)n1
    8	5%	16	0	9	0.1	15	0.3	18
O=c1c2ccccc2c(C=NC2CCS(=O)(=O)C2)c(O)n1-c1ccccc1 (centres undefined)
    -10	3%	-20	0	0	0.5	-2	2.7	-13
O=C(CN1CCSCC1)N1CCc2[nH]c3ccc(Br)cc3c2C1
    3	3%	27	0	-6	-0.3	3	-2.2	-17
OCCCc1nc2ccccc2n1CCOc1ccccc1
    -9	5%	3	5	-14	-0.4	5	-0.2	-3
COc1ccc(-c2nn(-c3ccccc3)cc2/C=N/n2cnnc2)cc1OC
    3	2%	-3	-7	-1	0.0	14	-0.3	-1
O=S(=O)(NC1CCCCC1)c1ccc(Cl)s1
    -19	5%	20	3	7	0.2	5	-2.2	6
COc1cc(-c2cc(OC)c3c(C)oc(C)c3c(=O)c2)ccc1O
    -11	3%	7	-6	-3	0.2	0	-0.6	-18
Cc1cnn(C(=O)c2oc3ccccc3c2C)c1
    -19	5%	-13	2	-5	-0.9	-5	-1.1	-3
O=c1c(F)cn(C2CCCO2)c(=O)n1Cc1ccccc1F (centres undefined)
    -12	8%	1	2	-3	-0.3	-15	0.1	-6
O=c1[nH]c2ccc(S(=O)(=O)Nc3ccc(-c4nnc5n4CCCCC5)cc3)cc2o1
    17	5%	-12	1	11	-0.7	4	-4.3	4
CCOC(=O)c1cnc(SCc2nc(N)nc(Nc3ccc(C)cc3)n2)nc1N
    15	7%	30	1	7	0.2	10	2.5	-8

# More results.
# Each structure is followed by: RORa activator	NADH coupling	Ecoli tolC	MMP13 inh	5HT1E antag	5HT1E ag	SF-1 act	HTR1A agonist	5HT1a antag
Cc1cc(NC(=O)Cc2cn3ccsc3n2)n(-c2ccccc2)n1
    -9	3%	-12	1	-1	-0.2	-7	-3.0	3
COc1ccc(Nc2nnc(Cc3ccccc3)c(=O)[nH]2)c(OC)c1
    -13	5%	6	2	13	-1.6	-9	-2.2	6
CCOC(=O)N1CCC(NC(=O)CSCc2cnn(-c3ccccc3)c2-n2cccc2)CC1
    18	2%	10	3	-1	-0.4	11	0.7	18
CC(=O)N1CCN(S(=O)(=O)c2cccc(C(=O)Nc3nc4ccccc4[nH]3)c2)CC1
    -15	7%	-8	-1	10	-0.2	-17	-2.1	-5
CCOc1ccc(N2C(=O)c3cccnc3C2Nc2ccc(C)cc2)cc1 (centres undefined)
    7	6%	9	4	0	-0.4	0	-2.0	-11
CC1(C)Cc2c(sc3nc(SCC(=O)NCc4ccco4)n(-c4ccccc4)c(=O)c23)CS1
    -10	1%	0	-4	-3	-0.4	-19	3.7	/
O=C(CSCc1cccs1)N1CCCC1
    23	2%	-17	-5	-4	-0.1	60*	-0.6	-6
COc1ccc(C(C(=O)NC2CCCC2)N2CCc3ccccc32)cc1 (centres undefined)
    -2	1%	-2	2	5	-0.5	-11	-2.2	16
Cc1c(-n2cc(C(=O)O)c(=O)c3cc(F)c(N4CCCC4)c(F)c32)c(=O)n(-c2ccccc2)n1C
    4	14%	-29	-3	-12	0.6	-8	0.2	-6
COC(=O)C1CCCN1C(=O)C1CCCN1C(=O)CNC(=O)OCc1ccccc1 (centres undefined)
    -11	5%	-15	-9	3	-0.2	-3	-4.1	2
CCOC(=O)COc1c(OC)cc(Cl)cc1C1NC(=O)NC(C)=C1C(C)=O (centres undefined)
    3	7%	-8	-4	-1	0.4	-16	-0.4	-9
O=C(Cc1ccsc1)NCC(c1ccco1)N1CCCCC1 (centres undefined)
    4	6%	-1	4	-3	0.2	-9	-2.5	13
Cn1c(=O)[nH]c(=O)c2c1nc(N1CCCCCC1)n2Cc1cccc2ccccc12
    -12	4%	-23	0	-2	1.0	-1	1.0	1
COCCNC(=O)C(c1ccc(F)cc1)N(CCOC)C(=O)CCC(=O)Nc1nccs1 (centres undefined)
    -12	10%	-8	-1	3	0.4	8	-2.0	0
COc1ccccc1C1CC(c2ccc(Cl)cc2Cl)Nc2nc(N)nn21 (centres undefined)
    6	6%	23	-5	-13	0.6	1	-0.2	-2
CCOc1ccc(C2=CS/C(=C(\C#N)c3nnc4n3CCCCC4)N2CC)cc1
    12	7%	12	-2	15	-0.2	-2	1.9	-8
Cn1c(Cc2ccccc2)nnc1SCC(=O)N1CCN(c2ccccc2)CC1
    0	1%	-11	1	9	-1.8	28	-1.8	6
CCCNC(=O)Nc1ccccc1C(=O)Nc1ccc(OC)cc1
    -16	3%	-10	11	4	0.5	7	-0.1	10
O=c1nc(-c2ccccc2)c2cc(Cl)ccc2[nH]1
    10	12%	-7	-19	1	0.3	17	-1.5	-6
